# Assay outcomes (PubChem BioAssay)
# PPC-1+TRAIL kill = PPC-1 cancer cell killing with TRAIL present. 220,000 compounds, 0.41% hits. cell killing (% activity), % at 4 µM. PPC-1 cells + TRAIL, ATPLite viability luminescence;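 active = cell killing above 50% in the first pass at 4 µM, then a duplicate retest at 5 µM averaging 50% or more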;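 note: plate controls were cells with TRAIL plus DMSO for no effect and medium-only wells lacking cells for full effect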
# TNF necrop inh = TNF-alpha cell death inhibition in Jurkat FADD-/- cells. Jurkat FADD-/- TNF necroptosis rescue, ATP luminescence, 24 h; 0 = TNF only, 100 = no-TNF cells. activation (protection from cell death), % at 10 µM. 220,000 compounds, 0.068% hits;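 active = activation, meaning protection from cell death, of at least 50% relative to plate controls; inactive = activation below 50%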;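 note: necroptosis triggered by 40 ng/mL TNF-alpha added together with compound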
# L929 necroptosis = blocks zVAD induced death of L929 cells | viability rescue, % at 10 µM | AID 1377 | L929 zVAD necroptosis rescue, ATP luminescence, 24 h; with zVAD 60 µM | 220,000 compounds, 0.38% hits;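 active = activation, scaled between plate controls, above about 75%, limit read from the data; inactive = activation under that limit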;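 note: 0% = zVAD with DMSO and 100% = DMSO alone without zVAD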
# PGE2 EP2 inh = EP2 receptor (human) inhibition | P43116 | C6 glioma cells expressing human EP2, cAMP TR-FRET; cells stimulated with saturating PGE2 | inhibition, % at 25 µM | 260,000 compounds, 0.52% hits;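 active = percent inhibition above 40 after rounding to a whole number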;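 note: rat C6 glioma host cells with rolipram phosphodiesterase inhibitor present; the protocol text gives 20 µM as final concentration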
# Target sequence (P43116 whole entry, looked up): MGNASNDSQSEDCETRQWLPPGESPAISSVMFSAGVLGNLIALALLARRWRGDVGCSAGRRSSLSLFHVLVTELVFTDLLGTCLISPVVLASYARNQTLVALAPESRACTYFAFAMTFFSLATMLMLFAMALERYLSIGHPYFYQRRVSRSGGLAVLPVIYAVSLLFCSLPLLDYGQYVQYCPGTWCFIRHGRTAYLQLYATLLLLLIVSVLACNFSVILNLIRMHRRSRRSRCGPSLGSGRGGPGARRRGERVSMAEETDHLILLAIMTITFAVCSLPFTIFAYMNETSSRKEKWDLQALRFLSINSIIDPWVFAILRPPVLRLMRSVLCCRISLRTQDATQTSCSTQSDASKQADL
# Wee1 stabilizer = human Wee1 degradation inhibition, primary screen. P30291. HeLa Luc-Wee1K328M stability, luciferase luminescence; 100% = proteasome inhibitor MG132 effect. reporter increase, % at 5 µM. 220,000 compounds, 1.2% hits;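 active = activation above the mean of all tested compounds plus 3 SD, set per screening run, cut at about 8.8% in these data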;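 note: cells exposed to compound for 20 h before luminescence read; 0% = DMSO alone and 100% = MG132 at 30 µM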
# FXIa inh 1536 = blocks human coagulation factor XIa protease activity. P03951. 220,000 compounds, 0.14% hits. inhibition, % at 5 µM. AID 798. purified FXIa, Boc-Glu-Ala-Arg-AMC fluorogenic substrate;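 active = inhibition of at least 40%; inactive = inhibition below 40%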;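 note: fluorescence of freed AMC excited at 355 nm; 0% = enzyme without compound and 100% = no enzyme blank; many of its hits are not listed in these tables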
# Target sequence (P03951 19-387 limits assumed): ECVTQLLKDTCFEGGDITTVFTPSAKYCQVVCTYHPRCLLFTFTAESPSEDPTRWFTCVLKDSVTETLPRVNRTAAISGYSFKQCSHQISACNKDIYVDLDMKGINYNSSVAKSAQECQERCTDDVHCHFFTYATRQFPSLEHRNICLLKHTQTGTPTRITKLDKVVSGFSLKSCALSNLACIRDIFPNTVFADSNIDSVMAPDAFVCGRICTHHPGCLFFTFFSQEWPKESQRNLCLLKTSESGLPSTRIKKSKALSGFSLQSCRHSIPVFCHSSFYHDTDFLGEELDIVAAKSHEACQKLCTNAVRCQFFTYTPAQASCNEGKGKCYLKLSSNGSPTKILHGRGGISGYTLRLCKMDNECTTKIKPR
# Target sequence (P03951 388-625 limits assumed): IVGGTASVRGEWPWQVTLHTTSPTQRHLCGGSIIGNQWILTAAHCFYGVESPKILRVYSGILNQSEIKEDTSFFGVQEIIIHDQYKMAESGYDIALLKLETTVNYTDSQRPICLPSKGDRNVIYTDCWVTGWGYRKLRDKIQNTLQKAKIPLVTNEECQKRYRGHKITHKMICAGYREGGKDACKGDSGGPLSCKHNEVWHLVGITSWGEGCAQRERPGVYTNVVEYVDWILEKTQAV
# Tb hexokinase = blocks Trypanosoma brucei hexokinase 1 activity; recombinant TbHK1, G6PDH-coupled NADH A340; inhibition, % at 10 µM; 220,000 compounds, 0.11% hits;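 active = inhibition of 50% or more in the single-dose primary screen; inactive = inhibition below 50%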
# CHOP inh = blocks CHOP induction under ER stress | 220,000 compounds, 3.8% hits | AID 2732 | inhibition, % at 10 µM | CHO-K1 CHOP-promoter luciferase, tunicamycin-induced, 15-18 h;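 active = compounds that reduced the stress-induced luciferase reporter signal by more than about 70% of percent inhibition, limit read from the data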;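 note: 0% = tunicamycin plus vehicle and 100% = wells without tunicamycin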
# FXIIa inh 1536 = factor XIIa (human) inhibition; purified FXIIa, Boc-QGR-AMC fluorogenic substrate, 2 h; 220,000 compounds, 0.3% hits; inhibition, % at 5 µM; in the data active = inhibition above about 40%;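 note: 0% = enzyme with no compound and 100% = blank without enzyme; many of its hits are not listed in these tables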
# Starred values were filed as active, the others as inactive; . = not tested or not shown; & = joins results of further samples. Only part of the results is shown, so the mix of outcomes need not match the whole.
entry	SMILES	PPC-1+TRAIL kill	TNF necrop inh	L929 necroptosis	PGE2 EP2 inh	Wee1 stabilizer
1	O=C(Nc1ccccc1F)C1CCCN(S(=O)(=O)c2cccc3cccnc23)C1 (stereo not given)	16	-2.1	2.5	6	-2
2	CSc1nc(Sc2ccc(Cl)cc2)c2ccccc2n1	-3	-1.6	0.1	.	0
3	N#C/C(=C(/O)COC(=O)c1ccccc1O)c1nc2ccccc2s1	16	-0.7	0.2	9	0
4	C=CCc1ccc(O)c(-c2ccc(O)c(CC=C)c2)c1	-4	-4.4	1.1	19	1
5	CCc1ccccc1NC(=O)c1cc(-c2ccc(F)cc2)on1	0	-0.1	3.1	9	-1
6	CC(C)CC1NC(=O)N(CC(=O)N2CCN(S(=O)(=O)c3ccc(Cl)cc3)CC2)C1=O (stereo not given)	-16	-1.3	-0.2	11	-2
7	CCOC(=O)Nc1ccc(C(N)=O)cc1	-4	-1.3	1.3	11	-2
8	FC(F)(F)c1nc2ccccc2nc1N/N=C/c1c(Cl)cccc1Cl	7	-5.1	0.8	10	0
9	CN(C)c1ccc(C(C#N)c2ccccc2)nn1 (stereo not given)	2	8.6	0.2	2	-1
10	C=C(C)CSc1nc(N)cc(=O)[nH]1	22	0.2	1.6	-1	-3
11	CC(=O)c1c(C)[nH]c(C(=O)OCc2ccc(Br)cc2)c1C	-12	1.5	5.8	4	-1
12	O=C(O)Cc1sc(NCc2ccco2)nc1-c1ccccc1	1	1.0	0.9	10	-1
13	Cc1onc(-c2ccccc2Cl)c1C(=O)Nc1ccc(F)c(F)c1	-6	0.3	-0.3	2	-1
14	O=C(Cc1c[nH]c2ccccc12)N/N=C/c1ccc(F)cc1	15	-0.2	0.5	4	1
15	O=C(Cn1cnc2ccccc2c1=O)N1CCN(c2ccc(F)cc2)CC1	13	0.1	-0.1	7	1

entry	FXIa inh 1536	Tb hexokinase	CHOP inh	FXIIa inh 1536
1	-7	-3	11	0
2	11	2	22	15
3	1	-21	13	5
4	3	12	10	11
5	-49	-9	-21	-2
6	-1	-3	-2	6
7	9	-4	4	20
8	0	-7	-3	-8
9	2	-5	-8	14
10	26	-7	12	26
11	-4	3	35	4
12	2	-11	10	4
13	-2	-8	-15	3
14	6	1	20	8
15	-2	0	10	4

# The list goes on; it opens with the 5 that closed the last part.
entry	SMILES	PPC-1+TRAIL kill	TNF necrop inh	L929 necroptosis	PGE2 EP2 inh	Wee1 stabilizer
11	CC(=O)c1c(C)[nH]c(C(=O)OCc2ccc(Br)cc2)c1C	-12	1.5	5.8	4	-1
12	O=C(O)Cc1sc(NCc2ccco2)nc1-c1ccccc1	1	1.0	0.9	10	-1
13	Cc1onc(-c2ccccc2Cl)c1C(=O)Nc1ccc(F)c(F)c1	-6	0.3	-0.3	2	-1
14	O=C(Cc1c[nH]c2ccccc12)N/N=C/c1ccc(F)cc1	15	-0.2	0.5	4	1
15	O=C(Cn1cnc2ccccc2c1=O)N1CCN(c2ccc(F)cc2)CC1	13	0.1	-0.1	7	1
16	CCOC(=O)N1CCN(c2nc(C)c3c(n2)CCCC3=O)CC1	8	0.2	-0.2	5	0
17	NC(=O)C1CCN(C(c2ccccc2Cl)c2nnnn2Cc2ccc3c(c2)OCO3)CC1 (stereo not given)	5	-3.0	0.0	20	1
18	COCCn1c(=N)c(C(=O)NCCc2ccc(OC)cc2)cc2c(=O)n3cccc(C)c3nc21	20	-16	-0.8	16	0
19	CCC(c1nnnn1CCOC)N(Cc1ccc(C)cc1)Cc1cc2cc(OC)ccc2[nH]c1=O (stereo not given)	2	-1.4	0.2	28	-2
20	CCOC(=O)C1CCN(c2c(Nc3ccc(C)c(C)c3)c(=O)c2=O)CC1	-3	3.0	0.5	4	1
21	CC(C)c1nc(Cl)c(C#N)c2c1COC(C)(C)C2	-5	-0.8	-0.2	4	3
22	O=C(COC(=O)c1cc[n+]([O-])cc1)Nc1ccc(Cl)cc1[N+](=O)[O-]	-6	0.4	1.7	3	-2
23	COc1ccc(-c2cc(C(=O)Nc3cccc(S(=O)(=O)NCc4ccco4)c3)c3ccccc3n2)cc1OC	9	-3.2	5.6	12	4
24	CN(C)c1nc(N/N=C/c2c[nH]c3ccccc23)nc(N2CCOCC2)n1	10	3.7	-1.5	6	-2
25	COc1ccccc1NNC(=O)C(O)(c1ccccc1OC)c1ccccc1OC	18	1.6	0.2	8	7
26	Cc1ccc(S(=O)(=O)N2CCC(=O)N(C(COCc3ccc(Cl)cc3)C(C)C)CC2)cc1 (stereo not given)	-6	3.0	-0.6	9	-1
27	CCS(=O)(=O)c1ccc2c(c1)N(S(=O)(=O)c1ccc(Cl)cc1)CC(C(=O)O)O2 (stereo not given)	4	-0.7	2.2	20	1
28	CC1CCCCC1NC(=O)CN1C(=O)NC(C)(c2ccc(OC(F)F)cc2)C1=O (stereo not given)	-7	-5.7	0.9	4	1
29	COc1ccc2ccccc2c1/C=N/NC(=O)c1cccc(Br)c1	3	0.4	-0.1	10	1
30	CCNc1nc(NCC)nc(N(C)n2cnnc2)n1	0	-3.0	0.2	12&9	2

entry	FXIa inh 1536	Tb hexokinase	CHOP inh	FXIIa inh 1536
11	-4	3	35	4
12	2	-11	10	4
13	-2	-8	-15	3
14	6	1	20	8
15	-2	0	10	4
16	7	-6	13	16
17	-1	0	-19	0
18	-18	-5	.	-16
19	-4	-15	35	-2
20	1	-45	-13	9
21	-9	0	-3	5
22	1	-1	3	11
23	0	-23	58	-6
24	0	-19	-30	10
25	-4	2	29	0
26	-4	-4	30	1
27	-1	-12	3	9
28	4	-2	16	11
29	7	-5	33	9
30	-1	-2	2	14

# Other records:
entry	SMILES	PPC-1+TRAIL kill	TNF necrop inh	L929 necroptosis	PGE2 EP2 inh	Wee1 stabilizer
31	CCCCCCCOC(=O)c1nc(Cl)c(Cl)c(N)c1Cl	14	3.0	0.9	5	0
32	Cc1nn(Cc2ccc(Cl)cc2)c(C)c1NC(=O)c1cc(-c2ccc3c(c2)OCO3)on1	3	-2.1	1.8	9	-2
33	COc1ccccc1NS(=O)(=O)c1cc(NC(C)=O)ccc1N1CCCCC1	9	-0.6	-2.1	4	3
34	Cn1c2ccccc2c2c(C(=O)NCCCN3CCCC3=O)cn(C3CCCCC3)c(=O)c21	7	-0.6	1.0	14	-1
35	Cc1ccc2c(COC(=O)c3c(C)noc3C)cc(=O)oc2c1	-7	0.5	0.6	9	1
36	CCNC(=S)N/N=C1\C(=O)c2cccc3cccc1c23	24	-2.3	-0.1	14	-2
37	CCOc1ccccc1CN1CCN(Cc2ccc(C)o2)C(CCO)C1 (stereo not given)	33	1.0	-0.4	7	-2
38	CCCOc1ccc(N2C(=O)CC(N(Cc3ccco3)C(C)=O)C2=O)cc1 (stereo not given)	11	-1.1	-0.3	4	-2
39	COc1ccc(/C=N/NC(=O)C(O)(c2ccccc2)c2ccccc2)cc1OC	6	0.8	.	6	-2
40	CCOC(=O)Cn1c(=O)oc2cc(S(=O)(=O)NCCc3ccc(OCC)c(OCC)c3)ccc21	-10	1.1	0.7	9	-2
41	N#C/C(C(N)=O)=C1/SC=C(c2ccccc2)N1c1ccccc1	5	2.4	1.8	9	-2
42	CCCC1(C(=O)OCC)NC(c2ccc(N(C)C)cc2)C2C(=O)N(c3ccc(F)cc3)C(=O)C21 (stereo not given)	2	-0.4	-0.2	14	-2
43	Cc1cccc(NC(=S)N2CCC(c3nc4ccccc4o3)CC2)c1C	17	-5.8	-0.5	9	2
44	COc1ccc(NC(=S)Nc2ccccc2C(F)(F)F)cc1	-8	-0.1	-1.3	8	17*
45	Cc1ccc(S(=O)(=O)NC(N)=NCCc2ccc(Cl)cc2)cc1C	33	1.1	1.5	1	-2

entry	FXIa inh 1536	Tb hexokinase	CHOP inh	FXIIa inh 1536
31	-3	13	99*	4
32	5	4	102*	11
33	20	-3	28	14
34	-6	-21	32	6
35	-3	-1	0	6
36	-15	-32	-10	3
37	1	-5	6	8
38	-1	-4	45	11
39	1	-10	-31	10
40	-1	0	56	10
41	-3	-28	12	0
42	-10	-3	7	6
43	3	3	-13	19
44	-4	-2	-8	5
45	6	36	40	11

# Later entries.
entry	SMILES	PPC-1+TRAIL kill	TNF necrop inh	L929 necroptosis	PGE2 EP2 inh	Wee1 stabilizer
46	Cc1ccc(C2c3c(oc4ccccc4c3=O)C(=O)N2c2nnc(C(C)C)s2)o1 (stereo not given)	20	1.4	-0.8	3	4
47	O=C(O)COc1ccccc1/C=N/NC(=O)c1cc(-c2ccc(F)cc2)nc2ccccc12	34	1.2	0.8	8	2
48	CSc1ccccc1C(=O)OCC(=O)NC1CCS(=O)(=O)C1 (stereo not given)	8	-0.2	2.7	2	-1
49	CC(=O)c1ccc(N2CCc3ccccc3C2)c([N+](=O)[O-])c1	-4	1.6	0.0	1	-2
50	O=C(COc1ccc2c(c1)CCC2)NCc1ccccc1	17	1.2	0.8	6	-4
51	COc1ccc(CCNC(=O)Cn2nc(C(=O)O)c3ccccc3c2=O)cc1OC	18	1.3	5.5	2	-1
52	COCCNC(=S)N/N=C(\C)c1cccc(C(F)(F)F)c1	-7	1.3	1.0	6	2
53	O=S(=O)(c1ccc(Cl)cc1)N1c2ccccc2Oc2nc3ccccc3nc21	19	-5.7	-0.8	.	-1
54	c1ccc(CCCNc2ncccn2)cc1	36	0.8	-0.6	8	1
55	COC(=O)Cc1csc(/N=C/c2c(O)n(-c3cccc(C(F)(F)F)c3)c(=O)c3ccccc23)n1	15	-2.4	.	7	0
56	CC(C)OC(=O)CSc1nnc(CNc2ccc(Cl)cc2)n1C	10	0.7	-0.8	7	1
57	O=C(Nc1ccc(N2CCOCC2)cc1)C1CCCN(S(=O)(=O)c2cccc(C(F)(F)F)c2)C1 (stereo not given)	0	-2.0	0.3	14	-1
58	CCCCn1c(N)c(N(CCOC)C(=O)CN2c3ccccc3CC2C)c(=O)[nH]c1=O (stereo not given)	-8	1.2	1.0	8	-4
59	O=C(NNC(=O)c1cccc(S(=O)(=O)N2CCN(c3ccccc3)CC2)c1)c1ccc(Cl)cc1	10	1.5	0.3	5	-5
60	COC(=NC(C)C)NC(C)C	6	0.2	0.6	4	3
61	CCOC(=O)c1nn(-c2ccc(Br)cc2)cc1C(=O)c1cccc2ccccc12	18	-8.5	0.2	4	1
62	CN(C)CCNC(=O)/C(=C/c1cccc([N+](=O)[O-])c1)NC(=O)c1ccccc1	26	2.5	0.8	10	5
63	Cc1cc(C(=O)N/N=C2\CC(=O)CC(C)(C)C2)c(C)n1-c1ccc(F)cc1	-8	-1.0	.	12	0

entry	FXIa inh 1536	Tb hexokinase	CHOP inh	FXIIa inh 1536
46	1	-3	85*	15
47	-2	-22	-16	4
48	3	-2	11	5
49	-7	-21	3	1
50	1	-3	28	6
51	-4	-4	-4	0
52	-2	0	2	4
53	0	-15	9	12
54	2	9	-42	4
55	-6	1	58	-5
56	-4	6	-4	3
57	1	-2	37	0
58	-1	6	-14	3
59	-3	-3	83*	-2
60	-2	-14	12	5
61	5	1	-4	12
62	-9	23	11	-5
63	0	-10	36	7
